POLB inh = blocks human DNA polymerase beta activity; P06746; 340,000 tested, 1.3% active; Pol beta primer extension/strand displacement, fluorescence kinetic; Potency, µM (top dose mostly 114 µM), for the others: at the highest dose activity change, negative = inhibition, actives largely listed as inhibitors; AID 485314; also: % is scaled to controls: 0 for no effect and ±100 for the full control effect
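Values derive from four-parameter Hill fits of normalized kinetic data: reads at 0 and 10 min following addition of 50 nM substrate to 10 nM Pol beta preincubated 15 min with compound.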
APEX1 inh = APE1 (human) endonuclease inhibition. P27695. Potency, µM (highest dose often 65.8 µM), without a hit: at the highest dose activity change, negative = inhibition, usual class: inhibitors. 350,000 tested, 0.35% active. AID 2517. recombinant APE1, TAMRA/BHQ-2 abasic DNA cleavage fluorescence;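 also: plate controls were vehicle for no effect and reference inhibitor for full effect; nearly all actives have a fitted effect of over 55% in size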
Target sequence (P27695 whole entry, looked up): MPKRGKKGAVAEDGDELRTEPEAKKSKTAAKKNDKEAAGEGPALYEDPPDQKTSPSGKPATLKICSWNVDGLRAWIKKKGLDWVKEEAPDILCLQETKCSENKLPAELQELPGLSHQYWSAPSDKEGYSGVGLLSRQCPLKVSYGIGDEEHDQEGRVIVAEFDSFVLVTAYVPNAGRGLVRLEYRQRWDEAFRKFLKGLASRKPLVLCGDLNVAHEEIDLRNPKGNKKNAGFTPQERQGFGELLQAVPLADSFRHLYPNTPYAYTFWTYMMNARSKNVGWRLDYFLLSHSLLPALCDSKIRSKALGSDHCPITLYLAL
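Readout is kinetic fluorescence (ex 525, em 598 nm) from cleavage of 50 nM TAMRA/BHQ-2 THF abasic duplex by 0.75 nM APE1, compound added 15 min beforehand at RT.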
Pol kappa inh = blocks human DNA polymerase kappa activity; Q9UBT6; purified Pol kappa, fluorescent DNA synthesis assay, 10 min; Potency, µM (series often up to 107 µM), for the others: at the highest dose activity, negative = inhibition, most hits filed as inhibitors; 400,000 tested, 0.53% active; AID 588579; also: % is scaled to controls: 0 for no effect and ±100 for the full control effect
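Enzyme at 10 nM met test compounds for 15 min at room temperature. Substrate addition (50 nM final) began the reaction, which was monitored by fluorescence at 0 and 10 min.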
POLH inh = DNA polymerase eta (human) inhibition; Q9Y253; recombinant Pol eta, fluorescent DNA replication assay; Potency, µM (series often up to 114 µM), inactives show top-dose activity change, negative = inhibition, most hits filed as inhibitors; 390,000 tested, 1.2% active; AID 588591; also: % is scaled to controls: 0 for no effect and ±100 for the full control effect
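Fluorescent replication assay: 50 nM final substrate added after a 15 min room-temperature compound preincubation with 10 nM enzyme. Signal taken at 0 min and again at 10 min.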
BAZ2B block = blocks human BAZ2B; AlphaScreen BAZ2B-H3K14Ac peptide displacement; 360,000 tested, 4.4% active; Q9UIF8; Potency, µM (highest dose often 114 µM), for the others: at the highest dose activity change, negative = inhibition, most hits filed as inhibitors; also: % is scaled to controls: 0 for no effect and ±100 for the full control effect; nearly all actives have a fitted effect of over 60% in size
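BAZ2B 50 nM plus b-H3(5-23)K14Ac 50 nM, PBS pH 7.4/0.01% Tween-20, 30 min RT; compound added (max 110 uM), 30 min RT; streptavidin donor/Ni-chelate acceptor beads 10 ug/mL final, 20 min dark; AlphaScreen read.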
Apoferritin bind = binds horse apoferritin like a general anesthetic | P02791 | apoferritin/1-aminoanthracene competitive binding, fluorescence | Potency, µM (doses to about 77.5 µM), for inactives: top-dose activity change, negative = displacement, hits mostly inhibitors | 350,000 tested, 0.074% active | AID 485281; also: % is scaled to controls: 0 for no effect and ±100 for the full control effect; nearly all actives have a fitted effect of over 20% in size
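Steps: apoferritin (10 uM) was premixed with half-saturated 1-AMA in PBS, compounds were pin-transferred, plates stood 10 min at room temperature, fluorescence was read at 380/535 nm, and curves were fitted with a Hill equation.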
G9a block = blocks human histone lysine methyltransferase G9a; Q96KQ7; G9a H3K9 monomethylation, AlphaScreen, 2 h; Potency, µM (top dose mostly 102 µM), for the others: at the top dose activity, negative = inhibition, actives largely listed as inhibitors; 350,000 tested, 8.8% active; AID 504332; also: % is scaled to controls: 0 for no effect and ±100 for the full control effect; nearly all actives have a fitted effect of over 75% in size
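Step 1: enzyme (final 20 nM) with compound, 15 min RT. Step 2: substrate peptide 500 nM and SAM 20 uM, 2 h RT. Step 3: anti-H3K9me1 antibody and AlphaScreen beads, 10 min, then plate read.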
POLI inh = DNA polymerase iota (human) inhibition; Pol iota fluorescent replication assay, 10 min; AID 588590; Potency, µM (top dose mostly 115 µM), for inactives: at the highest dose activity, negative = inhibition, actives largely listed as inhibitors; Q9UNA4; 390,000 tested, 1% active
Target sequence (Q9UNA4 whole entry, looked up): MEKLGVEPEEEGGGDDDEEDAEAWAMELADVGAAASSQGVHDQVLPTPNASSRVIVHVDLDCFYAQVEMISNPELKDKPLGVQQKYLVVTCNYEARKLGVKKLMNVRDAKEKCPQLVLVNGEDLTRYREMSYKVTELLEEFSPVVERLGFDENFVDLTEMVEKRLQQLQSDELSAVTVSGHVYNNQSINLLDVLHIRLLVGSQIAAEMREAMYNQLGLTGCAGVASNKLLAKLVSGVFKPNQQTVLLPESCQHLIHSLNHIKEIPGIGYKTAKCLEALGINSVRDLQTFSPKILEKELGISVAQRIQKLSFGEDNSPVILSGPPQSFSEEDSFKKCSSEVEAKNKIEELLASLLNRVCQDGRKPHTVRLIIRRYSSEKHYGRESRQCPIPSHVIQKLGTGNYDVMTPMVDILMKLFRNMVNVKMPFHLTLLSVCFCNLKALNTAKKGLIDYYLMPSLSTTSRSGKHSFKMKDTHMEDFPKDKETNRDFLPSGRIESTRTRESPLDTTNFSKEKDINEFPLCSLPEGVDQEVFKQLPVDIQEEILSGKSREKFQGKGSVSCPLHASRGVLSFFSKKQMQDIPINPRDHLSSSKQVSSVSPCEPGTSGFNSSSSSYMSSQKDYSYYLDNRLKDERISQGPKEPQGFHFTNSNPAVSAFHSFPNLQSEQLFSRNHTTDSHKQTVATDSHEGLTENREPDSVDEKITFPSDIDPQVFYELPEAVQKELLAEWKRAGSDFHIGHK
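Pol iota at 10 nM preincubated 15 min with compounds at room temperature; reaction started with fluorescent substrate, 50 nM final. Fluorescence read kinetically at 0 and 10 min; buffer-only wells as negative control.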
BLM helicase inh = inhibitors of human Bloom syndrome helicase BLM. 350,000 tested, 0.2% active. recombinant BLM DNA unwinding, fluorescence dequenching. AID 2528. P54132. Potency, µM (top dose mostly 56.1 µM), without a hit: at the highest dose activity change, negative = inhibition, most hits filed as inhibitors;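 also: plate controls were vehicle for no effect and no enzyme for full effect; nearly all actives have a fitted effect of over 35% in size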
Active calls of the source: *; ? = inconclusive; . = no result given; & = joins results of further samples; [ ] = dose if it differs, or a comment. Calls follow the shape of the dose curve; as a rule, active = well fitted curve in the direction sought with a large enough effect; inconclusive = small, poorly fitted or top-dose-only effect, or another doubt; inactive = no such curve, though single readings can be large; an effect the other way counts as inactive or inconclusive. Potency is read from the fitted curve at half-maximal effect. Not all compounds are listed; count on the stated rates, not on these rows.

SMILES | POLH inh | Pol kappa inh | APEX1 inh | Apoferritin bind | POLI inh | G9a block | BAZ2B block | POLB inh | BLM helicase inh
Cc1nc2ccc(NC(=O)c3c(-c4ccccc4)noc3C)cc2s1 | -18% | -3% | 3% | -17% | 18% | -48%[59 µM] | -3% | -1% | -3%
CCC1=NN(C(=O)c2ccc(Br)cc2)C(O)(c2ccccc2)C1 (stereo unspecified) | -8% | -7% | -2% | -4% | 3% | 18% | 50µM* | -8% | -2%
CC(=O)C1=C(O)C(=O)N(CCc2c[nH]c3ccccc23)C1c1ccc(C)cc1 (stereo unspecified) | -22% | -4% | 1% | -7% | 17% | 45µM* | -16% | -6% | -4%
CCN(CC)C(=O)Cn1cc(C(=O)C(=O)NCCc2ccc(S(N)(=O)=O)cc2)c2ccccc21 | -11% | 6% | 0% | -24% | 6% | ? | -4% | 2% | 1%
CC1=C(C(=O)OCCNC(=O)c2cccnc2)C(c2cccc([N+](=O)[O-])c2)C(C(=O)OCCN(C)C)=C(C)N1 (stereo unspecified) | -7% | -17% | -6% | -9% | 3% | 19%[59 µM] | 4% | -2% | -3%
COc1ccc(C2(CNC(=O)c3cccc([N+](=O)[O-])c3)CCCCC2)cc1OC | -13% | -3% | 0% | -6% | 5% | 12%[59 µM] | -32% | 4% | -1%
COc1ccc2c(C(F)(F)F)cc(=O)oc2c1C | -1% | -1% | 16% | -6% | 3% | -2%[59 µM] | 6% | 26% | -1%
CC(C)Oc1cccc(C(=O)NC(=S)Nc2ccccc2)c1 | -20% | -9% | -1% | 4% | 6% | ? | ? | 3% | -3%
COC(=O)CSc1nc(C2CC2)nc2ccccc12 | -3% | -7% | -1% | -17% | -2% | 6% | -3% | 30% | 3%
O=C(c1ccc2c(c1)C(=O)N(Cc1ccco1)C2O)N1CCOCC1 (stereo unspecified) | -6% | -5% | 3% | -7% | 3% | ? | 10% | 5% | -2%
COc1cccc(CNC(=O)CCCC(=O)Nc2cccc([N+](=O)[O-])c2)c1 | -8% | 10% | 2% | -17% | 11% | 26% | -15% | 0% | -4%
N#CC1=C(N)Oc2cc3ccccc3cc2C1c1cccnc1 (stereo unspecified) | 1% | -18% | -6% | -10% | 20% | -47% | -33% | 20% | 3%
Cc1nc2sc(C(c3cccs3)N3CCN(C(=O)c4ccco4)CC3)c(O)n2n1 (stereo unspecified) | -5% | 10% | -2% | -10% | -16% | 40µM* | -28% | -4% | 7%
C=C(C)Cn1c(SCC(=O)O)nnc1-c1ccc(OC)cc1 | -8% | -2% | -2% | -4% | 10% | ? | -3% | 6% | -5%
Cc1cccc(C)c1Nc1ncnc2ccccc12 | -23% | 2% | -6% | -5% | -4% | 12% | 1% | 58% | -2%
N#C/C(=C/c1ccc(Sc2nc3ccccc3[nH]2)o1)c1ccccc1F | -11% | -10% | -2% | -3% | 6% | -5% | 8% | 1% | -2%
COc1ccc(C2C3C=CCC(c4cccc(-c5ccc(N(C)C)cc5)c4)C3C(=O)N2Cc2ccccc2)cc1Cl (stereo unspecified) | . | -5% | -3% | 22% | 1% | . | . | . | -3%
C/C(N)=C(/C#N)C(=O)COC(=O)c1ccccc1C(=O)c1ccc(C)cc1 | -23% | -6% | -15% | -14% | 23% | ? | -23% | -11% | -5%
CCN(C1CCCCC1)S(=O)(=O)c1cc(C)ccc1OC | -15% | -10% | -1% | 0% | 13% | -5%[59 µM] | 5% | -23% | -2%
CNC(=S)N/N=C/c1ccc(N(C)C)cc1 | -11% | -2% | 6% | 95%[activator] | 171%[activator] | . | -14% | 1% | -5%
Cc1c(NC(=O)c2ccc(S(=O)(=O)N(C)C)cc2)cccc1-n1cnnn1 | -16% | 4% | -2% | . | 10% | -6%[12.7 µM] | -4% | . | .
COc1ccccc1-c1cc(C(=O)NCc2ccc(F)cc2)no1 | -10% | -1% | -1% | ? | -21%[58.9 µM] | 21% | 10% | 3% | -8%
C#CCOc1ccc2c3c(c(=O)oc2c1)CCCC3 | -8% | 0% | 2% | ? | 7% | . | 6% | 3% | -7%
CCN(CCCNC(=O)c1ccc(Sc2ccc(Cl)cc2)c(NC(C)=O)c1)c1cccc(C)c1 | -22% | -9%[60.1 µM] | . | -10% | 7% | 13µM* | ? | -1% | -11%
CCC(C)[C@@H](NC(=O)OC(C)(C)C)c1nnc(S(=O)(=O)Cc2cccc(C)c2)o1 (stereo partly specified) | -3% | -9% | -5% | ? | 4% | ? | 2% | -7% | -2%
CC(=O)Nc1ccc2c(c1)CCCN2C(=O)c1ccccc1 | 2% | -2% | 2% | -9% | 22% | 3% | 10% | -8% | -1%
Cc1cccc(CCNS(=O)(=O)c2cnc[nH]2)c1 | -6% | -3% | 4% | -2% | 49%[activator] | -52%[12.7 µM] | 5% | 4% | 0%
CC(C)c1onc(C(=O)N2CCN(c3ccc(F)cc3)CC2)c1[N+](=O)[O-] | -15% | -13% | 8% | -13% | 64%[activator] | 18% | -26% | 5% | -1%
COC(=O)CNC(=O)C12CC3(C)CC(C)(CC(C)(C3)C1)C2 | -13% | 0% | 10% | -2% | 11% | -2%[59 µM] | -1% | 12% | -2%
CC(C)(C)c1ccc(S(=O)(=O)N(CCCN2CCOCC2)Cc2cccs2)cc1 | -17%&-12% | -9%&-4% | 10% | -2% | 6%&14% | 14µM* | 25µM* | -1% | -13%
Cc1c(N/N=C(\C#N)C(=O)c2ccc(Cl)cc2)c(=O)n(-c2ccccc2)n1C | -17% | -10% | 3% | -14% | 15% | ? | 25µM* | 12% | -3%
CC1(C(=O)OCC(=O)NC(=O)c2ccccc2)CC1(Cl)Cl (stereo unspecified) | -19% | 4% | 35% | . | 17% | -22% | -3% | . | .
COc1cccc(C2c3[nH]c4ccccc4c3CCN2Cc2cnc(C)s2)c1OC (stereo unspecified) | -8% | -6% | 0% | -3% | 65%[activator] | 1% | 25µM* | 2% | -11%
CCCS(=O)(=O)c1ccc(COC(=O)c2cccc(NC(=O)C(C)C)c2)cc1 | 6% | -10% | 6% | -21% | 54%[activator] | -18% | -17% | -2% | -8%
CCOC(=O)c1cccc(NC(=O)COC)c1 | -9% | -1% | 9% | -10% | 1% | 13%[59 µM] | 10% | 8% | -5%
Cc1ccc2c(c1)OC(c1ccc3c(c1)OCCO3)CC2=O (stereo unspecified) | -12% | -7% | 7% | -21% | -9% | 23%[2.33 µM] | 11% | 16% | -8%
CCOC(=O)c1ccccc1NC(=O)CSc1nc2ccccc2n1CC(=O)N1CCCC1 | -16% | 2% | 2% | -21% | -10% | -3%[12.7 µM] | 9% | 4% | -2%
CC(=O)c1cccc(NC(=O)c2ccc(NC(=O)CC3SC(N4CCCCC4)=NC3=O)cc2)c1 (stereo unspecified) | ? | 5% | 22% | -17% | ? | 6% | -13% | ? | -2%
O=C1CCCN1CCCNc1ccc2nnc(CCC(=O)N3CCN(c4ccc(F)cc4)CC3)n2n1 | -18% | -4% | 37% | -6% | 3% | -49% | -39% | 9% | -2%
CCCN(CCC)C(=O)CSc1nc2n[nH]c(C)c2c(=N)n1-c1ccc(OCC)cc1 | -23% | -9% | -8% | -10% | 18% | -2% | -32% | 3% | 3%
CCOc1ccccc1C(=O)NCC(=O)Nc1ccc(-c2ccccc2)cc1 | -12% | -24% | 14% | 5% | 134%[activator] | -9% | 2% | 43% | -1%
COc1ccc(C2CC(=O)c3cc(-c4nc(-c5cccc([N+](=O)[O-])c5)cs4)c(=O)n(-c4ccc(OC)cc4)c3C2)cc1 (stereo unspecified) | 11% | 11% | . | 3% | -3% | -14%[59 µM] | -3% | 21% | -4%
O=C(CN1C=NS(=O)(=O)c2ccccc21)Nc1ccc(F)cc1 | -2% | -4%[60.1 µM] | . | 4% | 16% | 1%[59 µM] | 1% | -2% | 0%
CCCCN(CCCC)S(=O)(=O)c1ccc(C(=O)Nc2nnc(COC)o2)cc1 | -17% | -2% | -2% | -1% | 34%[activator] | 2%[59 µM] | ? | -1% | -4%
NC(=O)c1c(NC(=O)COC(=O)CSc2nnc(-c3ccc(Cl)cc3)o2)sc2c1CCC2 | -21% | -9% | -1% | -12% | ? | -3%[12.7 µM] | -37% | ? | 1%

Among those listed so far, 6 contain fluorine:
SMILES | POLH inh | Pol kappa inh | APEX1 inh | Apoferritin bind | POLI inh | G9a block | BAZ2B block | POLB inh | BLM helicase inh
COc1ccc2c(C(F)(F)F)cc(=O)oc2c1C | -1% | -1% | 16% | -6% | 3% | -2%[59 µM] | 6% | 26% | -1%
N#C/C(=C/c1ccc(Sc2nc3ccccc3[nH]2)o1)c1ccccc1F | -11% | -10% | -2% | -3% | 6% | -5% | 8% | 1% | -2%
COc1ccccc1-c1cc(C(=O)NCc2ccc(F)cc2)no1 | -10% | -1% | -1% | ? | -21%[58.9 µM] | 21% | 10% | 3% | -8%
CC(C)c1onc(C(=O)N2CCN(c3ccc(F)cc3)CC2)c1[N+](=O)[O-] | -15% | -13% | 8% | -13% | 64%[activator] | 18% | -26% | 5% | -1%
O=C1CCCN1CCCNc1ccc2nnc(CCC(=O)N3CCN(c4ccc(F)cc4)CC3)n2n1 | -18% | -4% | 37% | -6% | 3% | -49% | -39% | 9% | -2%
O=C(CN1C=NS(=O)(=O)c2ccccc21)Nc1ccc(F)cc1 | -2% | -4%[60.1 µM] | . | 4% | 16% | 1%[59 µM] | 1% | -2% | 0%
